GRK2 aptamer HTS: human GRK2 inhibition via aptamer displacement; P25098; bead flow cytometry, FAM-aptamer displacement from GRK2; inhibition of aptamer binding, % at 10 µM; 0.59% of 330,000 active; AID 488847;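 active = inhibition of aptamer binding above 40%, roughly 3 SD of noise, on plates passing a quality check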;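 also: median bead fluorescence of bound FAM aptamer so fluorescent compounds give negative values; no value below 0 was filed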
CTSL1 counter: counter-screen for PFM18AAP inhibitors: inhibitors of F. hepatica cathepsin L1; 0.49% of 300,000 active; inhibition, % at 5.96 µM; recombinant F. hepatica cathepsin L1, Z-Leu-Arg-MCA fluorescence;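 active = inhibition above the mean of all tested compounds plus 3 SD, set per screening campaign, cut at about 17% in these data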;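 also: 0% = plate median of test compound wells and 100% = 1 µM Z-Phe-Ala-diazomethylketone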
GASC-1 inh: inhibitors of human GASC-1 (JMJD2C) demethylase | GST-JMJD2C(1-420) H3K9me3 demethylation, DELFIA europium | Q9H3R0 | inhibition, % at 2.35 µM | 0.069% of 330,000 active;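 active = more than half of a compound's replicate wells show inhibition beyond 50%, single wells judged on their own value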;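 also: signal counts dimethyl H3K9 product captured on neutravidin plate; 0% = median of DMSO wells and 100% = 0.3 times that DMSO median; strong numbers were not always called active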
VLA-4 inh: inhibition in a human VLA-4 binding assay. P13612. VLA-4 expressing cells, ligand binding flow cytometry. inhibition, % (about 7 µM as worked out from the volumes in the protocol). 0.2% of 330,000 active. AID 2557; in the data active = inhibition above about 50%
Target sequence (P13612 whole entry, looked up): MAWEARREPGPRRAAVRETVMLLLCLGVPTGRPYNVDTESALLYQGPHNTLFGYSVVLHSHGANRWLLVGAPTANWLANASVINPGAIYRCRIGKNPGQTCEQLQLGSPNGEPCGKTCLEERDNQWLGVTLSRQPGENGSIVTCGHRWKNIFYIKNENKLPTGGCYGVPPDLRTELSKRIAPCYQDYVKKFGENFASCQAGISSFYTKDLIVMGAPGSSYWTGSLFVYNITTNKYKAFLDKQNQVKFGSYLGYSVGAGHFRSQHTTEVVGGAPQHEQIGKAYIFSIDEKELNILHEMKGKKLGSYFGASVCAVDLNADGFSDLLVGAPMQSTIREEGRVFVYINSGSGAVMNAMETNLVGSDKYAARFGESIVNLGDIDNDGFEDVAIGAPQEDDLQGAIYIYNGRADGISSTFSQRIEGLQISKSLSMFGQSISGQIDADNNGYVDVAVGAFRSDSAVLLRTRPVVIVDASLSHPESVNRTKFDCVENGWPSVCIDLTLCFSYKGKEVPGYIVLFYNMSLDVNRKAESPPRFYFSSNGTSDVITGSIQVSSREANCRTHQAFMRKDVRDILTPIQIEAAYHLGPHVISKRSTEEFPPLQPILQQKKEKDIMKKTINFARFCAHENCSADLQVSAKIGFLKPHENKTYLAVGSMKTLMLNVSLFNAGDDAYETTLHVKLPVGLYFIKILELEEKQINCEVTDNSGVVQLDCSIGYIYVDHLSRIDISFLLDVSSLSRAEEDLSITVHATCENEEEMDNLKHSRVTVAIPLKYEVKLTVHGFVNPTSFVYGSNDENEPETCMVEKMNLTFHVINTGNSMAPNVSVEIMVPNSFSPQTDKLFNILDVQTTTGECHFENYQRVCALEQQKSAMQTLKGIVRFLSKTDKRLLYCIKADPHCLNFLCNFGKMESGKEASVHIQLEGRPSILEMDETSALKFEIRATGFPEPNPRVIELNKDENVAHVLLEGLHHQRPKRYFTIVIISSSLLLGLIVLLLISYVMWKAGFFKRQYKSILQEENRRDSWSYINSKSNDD
proCasp3 act: procaspase-3 (human) activation; 0.11% of 330,000 active; recombinant procaspase-3 D3A, Ac-DEVD-pNA absorbance 405 nm; activation, % at 8.5 µM;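 active = activation above the mean of all tested compounds plus 3 SD, cut at about 21% in these data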;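 also: 0% = DMSO alone and 100% = DMSO wells spiked with extra 5 µM PC-3 D3A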
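Test system: Procaspase-3 D3A mutant, all three cleavage aspartates alanine | Dosing: Single dose, 8.5 µM nominal compound, 0.8% DMSO | Schedule: 1 h preincubation, 2 h reaction | Technique: 405 nm absorbance of p-nitroaniline, reads at 0 and 120 min | Repeats: One well per compound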
PP5 inh: PP5 (human) phosphatase inhibition; P53041; purified PP5c, OMFP substrate fluorescence; inhibition, % at 6.7 µM; 0.18% of 320,000 active; AID 1987;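 active = inhibition above the campaign's mean inhibition across all tested compounds plus 3 SD, cut at about 9.5% in these data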;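 also: 0% = DMSO only and 100% = 100 µM cantharidin control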
HCV core dimer: HCV core protein dimerization inhibition. TR-FRET GST/Flag-core106 dimerization, 1536-well. inhibition, % at 5 µM. 0.33% of 300,000 active. AID 1899;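 active = inhibition above the mean of all tested compounds plus 3 SD, set per screening campaign, cut at about 45% in these data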
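test system = GST/Flag-tagged HCV core106 proteins | probe or stimulus = Eu donor and XL665 acceptor anti-tag antibodies | times = compound-protein-antibody incubation 4 h at 22.5 °C | signal = TR-FRET, excitation 340 nm, emission 617 and 671 nm | measure = percent inhibition of core106 dimerization signal | controls = wells lacking GST-core106 and wells with excess unlabelled core106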
proCasp7 act: activates human procaspase-7, counter-screen for procaspase-3 activators | 0.093% of 330,000 active | recombinant procaspase-7, Ac-DEVD-pNA absorbance 405 nm; D23A/D198A/D206A triple mutant, cannot self-cleave; scale: DMSO 0, 5 µM enzyme 100 | activation, % at 8.5 µM;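 active = percent activation above the screen-wide mean plus 3 SD, cut at about 25% in these data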
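Detection: p-Nitroaniline absorbance at 405 nm, read at 0 and 120 min; system: Uncleavable procaspase-7 mutant enzyme; evaluation: % activation from two-timepoint absorbance difference, scaled to controls; times: 1 h enzyme–compound preincubation and 2 h substrate reaction, both 25 °C; buffer or medium: Zinc-free HEPES pH 7.4 with 300 mM NaCl, 0.01% Triton X-100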
PP1 inh: PP1-alpha (human) inhibition in PP5 counter-screen. inhibition, % at 6.7 µM. P62136. AID 2235. purified PP1alpha, OMFP fluorescence. 0.9% of 320,000 active;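 active = inhibition above the mean inhibition of all tested compounds plus 3 SD, computed separately for each screening campaign, cut at about 15% in these data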
Active calls of the source: *; / = no result given.

Values run as follows: GRK2 aptamer HTS | CTSL1 counter | GASC-1 inh | VLA-4 inh | proCasp3 act | PP5 inh | HCV core dimer | proCasp7 act | PP1 inh
O=C(O)c1cccc(N/N=C(\N=Nc2ccccc2)c2ccccc2)c1
  2 | -1 | -1 | 19 | -5 | 5.4 | 3 | -14 | 7
CC1(C)C(=O)Nc2ccccc2N1C(=O)COC(=O)CNS(=O)(=O)c1ccc(F)c(F)c1F
  1 | / | -2 | 8 | 11 | 3.0 | / | -6 | -3
CCC(C)(C)n1nnnc1C(c1ccc(OC)c(OC)c1)N1CCN(C(=O)c2ccco2)CC1 (stereo not given)
  0 | -1 | 5 | -6 | 5 | 1.8 | 2 | -6 | 3
Cc1cc(C)nc(SCc2nnc(SCC(=O)N3CCCc4ccccc43)n2C)n1
  0 | -3 | -6 | 17 | -2 | 1.5 | 4 | 3 | -5
O=C(N/N=C/c1c(O)ccc2ccccc12)Nc1ccccc1
  43* | 4 | -3 | -2 | -17 | 0.7 | 8 | -49 | -1
O=C(NCc1cccnc1)c1ccc(NS(=O)(=O)c2cccc([N+](=O)[O-])c2)cc1
  1 | / | -3 | -5 | -1 | / | / | -12 | /
Cc1cccc2c(SCC(N)=O)nc(-c3ccccc3)nc12
  0 | -5 | 1 | 5 | -2 | -1.1 | 12 | 2 | -4
CC(C)NC(=O)CCn1nc(-c2ccc(Cl)cc2)c2ccccc2c1=O
  0 | 4 | -5 | 2 | -4 | -2.1 | 0 | 0 | 3
CCOc1ccc(S(=O)(=O)NCCC(=O)NCc2ccncc2)cc1
  1 | 3 | -1 | 21 | 0 | -1.4 | 3 | 10 | -3
Cc1cc(C)cc(N(CC(=O)Nc2cccc(C)c2C)S(=O)(=O)c2c(C)[nH]c(=O)[nH]c2=O)c1
  0 | 1 | -7 | 10 | 0 | 0.4 | 13 | 12 | -2

Some of these compounds in order of heavy-atom count, lowest first.
Values run as follows: GRK2 aptamer HTS | CTSL1 counter | GASC-1 inh | VLA-4 inh | proCasp3 act | PP5 inh | HCV core dimer | proCasp7 act | PP1 inh
O=C(N/N=C/c1c(O)ccc2ccccc12)Nc1ccccc1
  43* | 4 | -3 | -2 | -17 | 0.7 | 8 | -49 | -1
CCOc1ccc(S(=O)(=O)NCCC(=O)NCc2ccncc2)cc1
  1 | 3 | -1 | 21 | 0 | -1.4 | 3 | 10 | -3
O=C(O)c1cccc(N/N=C(\N=Nc2ccccc2)c2ccccc2)c1
  2 | -1 | -1 | 19 | -5 | 5.4 | 3 | -14 | 7

New compounds follow
Values run as follows: GRK2 aptamer HTS | CTSL1 counter | GASC-1 inh | VLA-4 inh | proCasp3 act | PP5 inh | HCV core dimer | proCasp7 act | PP1 inh
C#CCOCCOCCOCCNc1nc(N2CCN(C(=O)CCCCCCCCCCNC(=O)[C@@H](CCC(=O)O)n3cc(CCCCCN)nn3)CC2)nc(N2CCN(C(=O)CCCCCCCCCCNC(=O)[C@H](CO)n3cc(CCCCCN)nn3)CC2)n1
  0 | 6 | / | 13 | 4 | 1.7 | -3 | 14 | 15*
COC(=O)c1ccccc1N(C)C(=O)C12CCC(C)(C(=O)O1)C2(C)C (stereo not given)
  3 | 0 | -3 | 9 | 1 | 0.5 | 0 | 7 | -1
Cc1ccc2nc(SCC(=O)N3CCCC3)[nH]c2c1
  2 | 0 | 24 | -6 | -2 | 1.9 | -1 | -3 | -2
COc1ccc(-c2nsc3c(N4CCCCC4C)ncnc23)cc1 (stereo not given)
  0 | -2 | 1 | 3 | 6 | -0.7 | 20 | 1 | -4
COc1ccc(-c2[nH]ncc2-c2ccc(Cl)cc2)c(O)c1
  0 | 17* | -3 | -2 | -2 | 7.2 | 0 | -4 | 2
Cc1ccc(NC(=O)c2nc[nH]c2C(=O)N2CCc3ccccc3C2)cc1
  0 | / | 7 | 3 | 1 | 1.1 | / | 3 | -7
O=C(NNS(=O)(=O)c1ccc(F)cc1F)C1Cc2c(ccc3ccccc23)O1 (stereo not given)
  0 | -1 | -9 | 0 | -8 | -3.2 | 6 | -2 | 1
O=C(CSc1nccc(=O)[nH]1)Nc1ccc2ccccc2c1
  5 | / | 4 | -2 | 4 | / | / | 1 | /
O=C(Nc1ccc(Cl)cc1C(F)(F)F)c1ccccc1
  2 | 0 | -4 | -22 | 2 | -1.0 | -9 | -1 | 2
Cc1cc(NC(=O)Cn2nc(C(F)(F)F)c3c2CCC3)no1
  0 | -2 | 2 | 5 | -2 | 3.0 | -2 | -3 | -4
COc1ccc(OCC(O)CNC(=O)c2ccccc2)cc1 (stereo not given)
  0 | -2 | 2 | 3 | 10 | -1.6 | -4 | 6 | -7
CC(C)(C)c1ccc(/C=C/C(=O)NC2CCS(=O)(=O)C2)cc1 (stereo not given)
  4 | 1 | 1 | 6 | -1 | -1.7 | -4 | 1 | 0
CCC1(C)NC(=O)N(CC(=O)N2CCC(Cc3ccccc3)CC2)C1=O (stereo not given)
  0 | / | 11 | 4 | -2 | -2.2 | / | 5 | -5
CCn1c(SCC(=O)N2CCCC2)nnc1-c1ccc(N)cc1
  0 | -1 | 4 | -15 | -1 | 1.1 | -10 | 5 | 1
CC(C)CC(C(=O)Nc1ccc2c(c1)OCCO2)N1C(=O)c2ccccc2C1=O (stereo not given)
  0 | 4 | -4 | 28 | 0 | 3.1 | 2 | 5 | 2
O=C(C[C@@H]1C/C=C\C[C@@H](Cc2ccc(F)cc2)C(=O)OCCNC1=O)N[C@H](CO)Cc1ccccc1
  0 | / | -12 | -12 | -3 | / | / | 11 | /
CCn1c(C)c(C(C)=O)c(NCc2ccccc2)nc1=S
  0 | 0 | 8 | -1 | -8 | -0.9 | 9 | -2 | 2
CCOc1ccc(CNC(=O)NS(=O)(=O)c2ccc(OC)cc2)cc1
  2 | 2 | 25 | 10 | -1 | 0.6 | 2 | -3 | -3
O=C(COC(=O)/C=C/c1ccccc1Cl)NC(=O)Cc1ccccc1
  3 | -8 | -7 | 8 | -9 | 2.1 | 5 | -10 | -1
Cn1nc(-c2ccccc2)cc1NC(=O)Nc1ccccc1F
  / | -2 | -1 | 0 | -2 | 0.9 | -3 | 1 | -2

New compounds follow:
Molecule	GRK2 aptamer HTS	CTSL1 counter	GASC-1 inh	VLA-4 inh	proCasp3 act	PP5 inh	HCV core dimer	proCasp7 act	PP1 inh
O=[N+]([O-])c1cc(-c2nc(-c3ccncc3)no2)cc([N+](=O)[O-])c1	0	1	-3	-20	-7	1.8	-3	2	-2
O=c1[nH][nH]c(C(F)(F)F)c1C=Nc1cccc(Cl)c1	4	-1	1	12	6	2.6	1	9	7
CC(O)c1c(OCc2ccccc2)ncnc1OCc1ccccc1 (stereo not given)	0	4	-4	12	-1	2.6	-2	5	2
CC(=O)NCCc1ccc(S(=O)(=O)Nc2ccc3c(c2)OCCO3)cc1	0	1	-12	6	-3	1.6	6	-6	-4
Cn1c(=O)c2c(-c3ccccc3)n(-n3cnnc3)cc2n(C)c1=O	0	25*	-3	-1	-1	0.1	-3	-9	-3
COc1cc(OC)cc(C(=O)Nc2ccc(Cn3ccnc3)cc2)c1	1	-2	6	1	-3	1.2	-2	7	2
Cc1nc(SCC(=O)Nc2cccc(Cl)c2)n[nH]1	1	-4	-2	7	5	1.0	-3	3	-8
Cc1ccc(S(=O)(=O)NCCNc2ccccc2[N+](=O)[O-])cc1	1	0	5	2	-9	-4.7	1	-6	-4
CSc1ccccc1OCc1cc(C(=O)N(C)CCn2nc(C)cc2C)no1	2	0	3	-1	-5	1.1	9	13	0
COc1ccc(CNS(=O)(=O)c2cc(CN3C(=O)c4cccnc4C3=O)ccc2OC)cc1	0	2	5	15	-1	3.5	4	-2	-1

Single values from the entries so far:
Value for O=[N+]([O-])c1cc(-c2nc(-c3ccncc3)no2)cc([N+](=O)[O-])c1 under proCasp7 act: 2
Value for CC(=O)NCCc1ccc(S(=O)(=O)Nc2ccc3c(c2)OCCO3)cc1 under CTSL1 counter: 1
Value for O=c1[nH][nH]c(C(F)(F)F)c1C=Nc1cccc(Cl)c1 under proCasp7 act: 9
Value for Cc1nc(SCC(=O)Nc2cccc(Cl)c2)n[nH]1 under PP5 inh: 1.0
Value for COc1ccc(CNS(=O)(=O)c2cc(CN3C(=O)c4cccnc4C3=O)ccc2OC)cc1 under VLA-4 inh: 15

The listing continues:
Molecule	GRK2 aptamer HTS	CTSL1 counter	GASC-1 inh	VLA-4 inh	proCasp3 act	PP5 inh	HCV core dimer	proCasp7 act	PP1 inh
O=C(NCc1ccccc1)C(c1ccco1)N(C(=O)c1csnn1)c1ccccc1 (stereo not given)	0	-1	-5	14	2	-0.1	0	-1	-6
O=Cc1cnc(N2CCN(c3ccccc3)CC2)s1	1	0	-3	52*	9	-1.2	3	6	5
C/C=C/C(=O)Nc1nnc(C(C)C)s1	0	-3	-1	22	2	3.1	-7	10	1
COc1ccccc1CNC(=O)CSc1nc2ccccc2c(=O)n1CCCN1CCOCC1	5	0	-6	0	-2	3.5	-10	8	2
CCNC(=S)Nc1cccc(S(=O)(=O)NC2=NCCC2)c1	0	-2	10	-5	-5	-0.3	-16	-1	1
COc1ccc2oc(C(=O)OCC(=O)N(C)CC(=O)Nc3ccc(C)cc3)c(C)c2c1	0	-2	-1	-2	3	0.3	3	-6	2
O=C(COC(=O)C(Cc1ccccc1)NC(=O)c1ccccc1)c1ccccc1 (stereo not given)	1	5	7	-1	8	-7.1	0	-3	-9
CN(C)c1ccccc1C(=O)N1CCCC(C(=O)c2ccc3ccccc3c2)C1 (stereo not given)	1	0	4	14	5	0.8	4	-1	3
C=CC(=O)NCC1OCCc2ccccc21 (stereo not given)	0	-9	-3	-4	-8	-0.1	1	4	-4
Cc1cc(C)c(OCC(=O)Nc2nc(-c3ccccn3)cs2)c(C)c1	8	-4	2	-10	2	6.5	15	0	11
COc1cccc(C(=O)NNC(=O)C(=O)Nc2cccc(Cl)c2C)c1	0	-3	2	1	-2	-1.3	5	-4	0
CC(=O)Nc1ccc(S(=O)(=O)N2CCN(C)CC2)cc1	0	2	2	1	-3	-2.3	2	-1	-4
COC(=O)c1cc(-c2ccc(Cl)cc2Cl)n[nH]1	0	0	-2	0	-3	2.3	1	2	-3
Cc1ccc(N2CCN(c3ccc(NC(=O)CCC(=O)O)cc3)CC2)cc1	1	10	-15	-9	-5	0.4	-19	-4	-10
CCOc1ccc(S(=O)(=O)N2CCOCC2)cc1NC(=O)C1CCC1	0	0	8	6	1	0.2	-2	-6	-3
Cc1ccc(CC(=O)Nc2cc(C)ccn2)cc1	0	0	3	7	3	0.0	-6	-4	2
COc1ccc(-c2nc(-c3ccccn3)nc(N3CCN(C)CC3)c2C#N)cc1	0	1	11	9	1	2.4	-4	-2	-4
C[n+]1ccccc1COc1ccc(C(C)(C)C)cc1	0	2	4	-12	-8	-0.3	-6	-4	-1
